Mito fusion act: mitochondrial division inhibition or fusion activation | S. cerevisiae fusion-defective mutant growth rescue, CellTiterGlo 48 h | Potency, µM (highest dose often 46.1 µM), inactives show at the top dose growth rescue (activation), hits mostly activators | actives 0.23% (n = 320,000);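 note: potency is the fitted concentration of half-maximal effect; % of control where 0% means no effect; nearly all actives have a fitted effect of over 45% in size; temperature-sensitive fusion mutants such as fzo1-1 at 37 °C on non-fermentable ethanol glycerol medium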
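Growth-rescue viability read-out: after 48 h at the non-permissive 37C in glycerol/ethanol YPEG, yeast mitochondrial fusion mutants are measured by CellTiterGlo luminescence; compounds (23 nl pinned per well) restoring growth score as division inhibitors or fusion activators.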
MBNL1-CUG inh: blocks human MBNL1 binding to CUG repeat RNA; Q9NR56; AID 2675; TR-FRET MBNL1-His/biotin-(CUG)12 binding, 665/545 ratio; Potency, µM (doses to about 57.5 µM), for inactives: at the top dose activity change, negative = inhibition, most hits filed as inhibitors; actives 0.036% (n = 280,000); active = well fitted inhibition curve with a large enough effect in the signal ratio, with a control signal flat, not every such curve was filed as active; inconclusive = small, poorly fitted or top-dose-only effect, or effect the other way, or a change in a side signal; inactive = no such curve, though single readings can be large or run the other way; the % refers to the signal ratio; note: potency is the fitted concentration of half-maximal effect; % is set by controls: 0 for no effect and ±100 for the full control effect
Target sequence (Q9NR56 whole entry, looked up): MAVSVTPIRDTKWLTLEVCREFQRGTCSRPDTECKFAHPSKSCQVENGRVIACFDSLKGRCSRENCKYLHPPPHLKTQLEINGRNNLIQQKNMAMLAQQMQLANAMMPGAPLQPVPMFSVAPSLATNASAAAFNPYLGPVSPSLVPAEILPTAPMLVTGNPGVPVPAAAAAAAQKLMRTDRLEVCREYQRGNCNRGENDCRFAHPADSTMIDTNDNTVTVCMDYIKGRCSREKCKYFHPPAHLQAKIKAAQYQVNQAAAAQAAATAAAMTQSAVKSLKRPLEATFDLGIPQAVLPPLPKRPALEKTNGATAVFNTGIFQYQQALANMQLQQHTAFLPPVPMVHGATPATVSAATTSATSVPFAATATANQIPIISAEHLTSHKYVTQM
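TR-FRET between His-tagged MBNL1 and biotin-(CUG)12 RNA, detected with Tb anti-His antibody (0.055 ng/ul) and streptavidin-XL665 (5 nM), 60 min at room temperature. Compounds titrated 92 nM to 58 uM; 665/545 nm ratio normalized to buffer and complex controls.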
A-T KAP1 phos: potential ataxia-telangiectasia treatments restoring KAP-1 phosphorylation. actives 0.19% (n = 320,000). Potency, µM (titrated, usually from 57.5 µM), for inactives: at the top dose activation, actives largely listed as activators. […] A-T fibroblasts, KAP-1 phosphorylation AlphaLISA; neocarzinostatin DNA damage 30 min before lysis; note: potency is the fitted concentration of half-maximal effect; % of control where 0% means no effect; nearly all actives have a fitted effect of over 45% in size
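ATM-like activity read as KAP-1 phosphorylation via AlphaLISA donor/acceptor antibody pairs after lysis and 6 hr at 25C. Cells were ATM-null patient fibroblasts ([…], hTERT), dosed 60 min, then exposed to the DSB inducer NCS for 30 min.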
CXXC DNA block: MLL CXXC-DNA interaction inhibition; Q03164; MLL-CXXC / FITC-HOXA9 DNA fluorescence polarization; Potency, µM (series often up to 115 µM), without a hit: at the top dose activity change, negative = inhibition, hits mostly inhibitors; actives 0.037% (n = 290,000); active = well fitted inhibition curve with a large enough effect in the polarisation, with a control signal flat, not every such curve was filed as active; inconclusive = small, poorly fitted or top-dose-only effect, or effect the other way, or a change in a side signal; inactive = no such curve, though single readings can be large or run the other way; the % refers to the polarisation; note: potency is the fitted concentration of half-maximal effect
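Fluorescence polarization: 7 uM MLL-CXXC (stock) preincubated 5 min with compounds, then 50 nM fluorescein-HOX-A9 DNA (stock) added; 30 min ambient. Buffer 50 mM Tris-HCl pH 7.5, 50 mM NaCl, 1 mM DTT, 0.05% BSA.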
PTAP TSG101 blk: blocks PTAP/TSG101 interaction to inhibit HIV-1 budding | Q99816 | Fluorescence polarization, FITC-PTAP peptide / Tsg101 binding | Potency, µM (doses to about 115 µM), for the others: at the highest dose activity change, negative = inhibition, usual class: inhibitors | 340,000 tested, under 10 active | AID 493005; active = well fitted inhibition curve with a large enough effect in the main read-out, with a control signal flat, not every such curve was filed as active; inconclusive = small, poorly fitted or top-dose-only effect, or effect the other way, or a change in a side signal; inactive = no such curve, though single readings can be large or run the other way; note: potency is the fitted concentration of half-maximal effect; % of control where 0% means no effect
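Steps: Tsg101 binding domain dispensed (10 uM final), compounds pinned in DMSO, FITC-labeled PTAP-motif peptide added (50 nM final); after 20 min binding at room temperature, polarization measured.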
Integrin act MD: integrin-mediated muscular dystrophy alleviation activation; alpha7betagal myoblasts, beta-gal FDG fluorescence, 48 h; Potency, µM (titrated, usually from 38.3 µM), without a hit: at the top dose activation, actives largely listed as activators; actives 0.064% (n = 350,000);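 note: potency is the fitted concentration of half-maximal effect; 100% = response of the positive control SU9516; nearly all actives have a fitted effect of over 60% in size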
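Alpha7betagal+/- myoblasts (passage 13) were plated 16-24 hr, then exposed to compounds (1:260 dilution of DMSO stock) for 48 hours at 37C. After MPER lysis, β-galactosidase reporter activity was read as FDG fluorescence (ex 480/em 540) after 30 minutes.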
S-ASM inh: human S-ASM enzyme inhibition | P17405 | placental ASM, HMU-PC fluorogenic substrate, 60 min | Potency, µM (series often up to 57.5 µM), without a hit: at the top dose activity change, negative = inhibition, most hits filed as inhibitors | actives 0.006% (n = 340,000); note: potency is the fitted concentration of half-maximal effect
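Human placenta-derived ASM enzyme was preincubated with compound for 10 minutes at room temperature, then given fluorogenic substrate HMU-PC0 (9 uM final) for 60 minutes at 37 °C; a pH 10 stop preceded fluorescence reading at Ex 386/Em 447 nm.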
Menin MLL FP TR: inhibitors of human menin-MLL interaction, mutant MLL peptide; O00255; actives 0.23% (n = 270,000); Menin + Texas Red MLL mutant peptide, fluorescence polarization; Potency, µM (top dose mostly 61.6 µM), for the others: at the top dose FP activity change, negative = inhibition, actives largely listed as inhibitors; AID 1768; active = well fitted inhibition curve with a large enough effect in the polarisation, with a control signal flat, not every such curve was filed as active; inconclusive = small, poorly fitted or top-dose-only effect, or effect the other way, or a change in a side signal; inactive = no such curve, though single readings can be large or run the other way; the % refers to the polarisation; note: potency is the fitted concentration of half-maximal effect; % of control where 0% means no effect; many of its hits are not listed in these tables
Target sequence (O00255 whole entry, looked up): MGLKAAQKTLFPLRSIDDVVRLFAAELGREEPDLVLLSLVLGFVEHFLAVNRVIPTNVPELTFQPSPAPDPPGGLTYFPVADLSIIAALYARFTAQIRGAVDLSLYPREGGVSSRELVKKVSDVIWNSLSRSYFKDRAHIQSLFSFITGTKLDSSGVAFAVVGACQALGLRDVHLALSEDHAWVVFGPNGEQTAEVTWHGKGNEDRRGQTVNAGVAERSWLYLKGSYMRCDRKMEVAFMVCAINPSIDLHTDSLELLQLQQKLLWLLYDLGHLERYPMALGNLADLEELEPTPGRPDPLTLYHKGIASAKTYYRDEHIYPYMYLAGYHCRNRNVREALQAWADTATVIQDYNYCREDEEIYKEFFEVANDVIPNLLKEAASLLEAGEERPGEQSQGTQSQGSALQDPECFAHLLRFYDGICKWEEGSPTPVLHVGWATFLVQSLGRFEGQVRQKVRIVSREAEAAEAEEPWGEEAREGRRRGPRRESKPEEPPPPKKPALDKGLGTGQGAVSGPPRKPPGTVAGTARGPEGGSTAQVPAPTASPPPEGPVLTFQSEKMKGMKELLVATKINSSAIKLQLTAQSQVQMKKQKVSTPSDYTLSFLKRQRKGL
TCR act: activates T cell receptor signaling | 330,000 tested, under 10 active | Potency, µM (titrated, usually from 9.22 µM), without a hit: top-dose activation of IL-2 secretion, actives largely listed as activators | primary human leukocytes, anti-CD3, IL-2 HTRF, 48 h | AID 504894; note: % of control where 0% means no effect
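1) Mix primary human leukocytes, a-CD3 beads and compound. 2) Incubate 48 hr. 3) Add HTRF IL-2 reagents (a-IL-2-K, a-IL-2-d2).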
TSHR antag: antagonists of human thyroid stimulating hormone receptor; P16473; TSHR-expressing cells, TSH-stimulated cAMP HTRF, 2 h; hits give low values; activity change, negative = inhibition, % at 11.5 µM; actives 0.2% (n = 330,000);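 active = activity change below a set negative limit, meaning inhibition stronger than a set level, cut at about -70% in these data; inconclusive = activity change between two set negative limits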; note: % is set by controls: 0 for no effect and ±100 for the full control effect
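Read-out is FRET at 665 nm (cryptate excitation 337 nm) from a cryptate-tagged anti-cAMP antibody, competed by cell cAMP against cAMP-d2. Compounds are tested on freshly harvested TSHR cells challenged with 4nM TSH (EC80) for 2 hours at 37 deg C.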
Active calls of the source: *; u = inconclusive; x = not tested or not shown; [ ] = dose if it differs, or a comment. Unless noted, calls come from the whole dose curve; as a rule, active = well fitted curve in the direction sought with a large enough effect; inconclusive = small, poorly fitted or top-dose-only effect, or another doubt; inactive = no such curve, though single readings can be large; an effect the other way counts as inactive or inconclusive. The list is partial (hit frequency here may not be typical).

SMILES	Mito fusion act	MBNL1-CUG inh	A-T KAP1 phos	CXXC DNA block	PTAP TSG101 blk	Integrin act MD	S-ASM inh	Menin MLL FP TR	TCR act	TSHR antag
Cc1nnc2sc(-c3ccco3)nn12	2%	0%	0%	6%	-2%	1%	0%	2%	0%	5
O=C(c1ccc(Cl)cc1)N1N=C(c2ccccn2)CC1(O)C(F)(F)F (stereo not drawn)	11%	x	-4%	-19%	-5%	-11%	-2%	x	-5%	4
Nc1ccc(N=Nc2ccccc2)cc1[N+](=O)[O-]	x	x	x	x	-1%	0%	-1%	x	-6%	x
CCc1noc(C)c1C(=O)Oc1ccc(N(C)S(=O)(=O)c2ccc(C)cc2)cc1	0%	x	6%	x	0%	-5%	1%	x	5%	u
COc1cc2c(cc1[N+](=O)[O-])n(C(C)C)c(=O)n2C(C)C	2%	u	2%	5%	1%	0%	-1%	-20%	4%	19
CC(C)CC(NS(=O)(=O)c1ccccc1)C(=O)O (stereo not drawn)	-2%	-1%	2%	14%	-7%	11%	1%	-1%	-6%	-7
Cc1ccccc1C(=O)NC(NC(=S)Nc1ccc(S(N)(=O)=O)cc1)C(Cl)(Cl)Cl (stereo not drawn)	-6%	-6%	-4%	5%	-4%	24%	-9%	16%	0%[46.1 µM]	5
CC(=O)Nc1cccc(C(=O)/C=C/c2ccc[nH]2)c1	-3%	x	-5%	-1%	-4%	49%	47%	x	-2%	-5
CN(C)S(=O)(=O)c1ccc(N2CCCC2)c(C(=O)Nc2ccc(Br)cc2F)c1	0%	x	0%	x	0%	5%	x	x	-4%	-7
C=C(C)C(=O)Nc1cccc(C2=NOC3(C2)C[C@H](C(N)=O)N(C(=O)/C=C/C)C3)c1 (stereo partly drawn)	-11%	-21%	19%	10%	-2%	0%	1%	x	-3%	18
Cc1ccc(NC(=O)c2sc(Cl)nc2-c2ccccc2)cc1	1%	7%	-2%	-1%	-5%	-35%	-12%	2%	15%	-11
C/C(=N\NC(=O)c1c[nH]c2ccccc12)c1ccc(C)s1	4%	3%	2%	6%	1%	9%	-3%	u	-1%	6
CC(=O)c1cccc(NC(=O)c2ccc(C)o2)c1	-10%	-5%	0%	0%	-4%	-2%	2%	-1%	-5%	1
CC1(C)C2CCC1(CS(=O)(=O)NC1CCCC1)C(=O)C2 (stereo not drawn)	-5%	-11%	1%	10%	-2%	0%	4%	0%	-6%	10
O=C(Nc1cccnc1)C1COc2ccccc2O1 (stereo not drawn)	10%	u	15%	1%	-5%	18%	1%	-11%	-1%	-18
Cc1cc(N2C(=O)C3C4C=CC(C4)C3C2=O)ccc1Br (stereo not drawn)	8%	-4%	5%	-1%	-12%	14%	-3%	-1%	x	-1
CC1CCCCC1NC(=O)CCNS(=O)(=O)c1ccc2c(c1)CCC(=O)N2 (stereo not drawn)	-1%	-3%	35%	19%	-1%	0%	2%	x	10%	-4
N#Cc1ccccc1CSc1nnc(Cc2ccccc2)o1	3%	-10%	1%	-2%	-2%	-26%	-3%	-1%	-1%	3
NC(=O)CCC(=O)N1CCCC(C(=O)c2ccc3c4c(cccc24)CC3)C1 (stereo not drawn)	3%	u	9%	0%	-5%	-57%[inhibitor]	3%	-24%	5%	9
Cc1ccccc1-c1cc(C(=O)NCc2ccc3c(c2)OCO3)nn1CC1CC(c2cccc([N+](=O)[O-])c2)=NO1 (stereo not drawn)	x	x	7%	x	-1%	33%	-7%	x	-1%	-2
C/C(=N\NC(=O)C(O)c1ccccc1)c1cccnc1 (stereo not drawn)	-1%	-4%	-4%	-12%	1%	4%	-3%	-7%	0%	12
COc1ccc(-c2noc3c2-c2nc(-c4ccccc4Cl)sc2CC3)cc1	x	x	x	x	0%	27%	9%	x	5%	x
COc1ccc(CC(=O)Nc2ccc(-c3cn4ccccc4n3)cc2)cc1	4%	4%	0%	28%	0%	23%	-1%	28%	-5%	4
CN1CCN(CC(=O)N(C)c2nc(-c3ccccc3)cs2)CC1	-9%	-15%	-2%	3%	-1%	-3%	-2%	-9%	-3%	-7
CC1(C)CC2(CC(c3ccccc3)Oc3cc(O)ccc32)NC(=S)N1 (stereo not drawn)	-1%	-2%	0%	-1%	-3%	u	-1%	13%	-8%[46.1 µM]	0
CCCCN(C)S(=O)(=O)c1ccc(C(=O)Nc2nnc(-c3ccco3)o2)cc1	25%	12%	-6%	2%	-9%	-26%	3%	u	1%	-7
CCn1c(C)[n+](Cc2ccccc2)c2ccc(C(=O)OC)cc21	8%	-14%	2%	-1%	-2%	10%	5%	-21%	-6%	0
CC(C)C[C@H](NC(=O)NCCc1ccc(Cl)cc1)C(=O)O	-1%	-4%	-1%	-2%	-1%	-22%	5%	-2%	-5%	6
O=C(Oc1ccc(-c2ccccc2)cc1)N1CCCCC1	-5%	-7%	x	-7%	-3%	14%	-5%	u	-16%	x
COc1cc(NC(=S)N2CCc3ccccc3C2)cc(OC)c1	-8%	2%	0%	32%[activator]	-3%	-19%	-1%	-15%	-6%	0
Cc1ccc(SCC(=O)N2CCC(C(N)=O)CC2)cc1	8%	-12%	0%	4%	-1%	6%	-3%	11%	-2%	-2
CC(C)C(=O)Nc1nc(-c2ccc(S(=O)(=O)N3CCOCC3)cc2)cs1	2%	21%	13µM*	4%	-2%	7%	-2%	x	-1%	-6
COC(=O)CSc1ccc2c(N)c(C(=O)OC)sc2c1	1%	u	2%	-6%	-6%	-18%	184%[activator]	29%	-6%	-2
CC1CCN(C(=O)CSc2nncn2C)CC1	-3%	-4%	0%	u	1%	-14%	3%	23%	2%	6
CC1CN(C(=O)/C=C/c2ccc3c(c2)OCO3)CC(C)O1 (stereo not drawn)	0%	9%	-2%	-8%	0%	10%	4%	-9%	-7%	-8
Nc1nonc1-c1nc2ccccc2n1Cc1ccc(Cl)cc1	1%	-8%	1%	0%	-2%	4%	-14%	-21%	1%	-11
COc1ccc(NC(=O)C2(S(=O)(=O)c3ccc(C)cc3)CC2)cc1OC	3%	2%	-3%	0%	-4%	-12%	1%	19%	7%	-5
COc1ccc(C(=O)Nc2ccc3cn[nH]c3c2)c(OC)c1	6%	7%	16%	10%	-3%	1%	3%	1%	-8%	-2
COC(=O)C1=C(C)N(CCc2c[nH]c3ccccc23)C(=O)C1	-6%	4%	4%	3%	0%	0%	-4%	-1%	-4%	-7
C1=C(c2ccccc2)Nc2nnnn2C1c1cccs1 (stereo not drawn)	2%	-2%	-1%	u	-6%	24%	8%	u	-3%	0
CCn1cc([N+](=O)[O-])c(C(=O)Nc2nc3ccc(OC)cc3s2)n1	6%	u	2%	-28%	-4%	0%	2%	11%	-3%	6
O=C(CSc1ccc2nnc(-c3ccc(Cl)cc3)n2n1)N1CCc2ccccc21	8%	11%	-4%	13%	-1%	26%	8%	-10%	1%	17
C=CCc1ccc(OCCOCCOc2ccccc2[N+](=O)[O-])c(OC)c1	2%	12%	4%	3%	-8%	-36%	-4%	-9%	-2%	1
COc1ccc(NC(=S)NCCCN2CCCC2)cc1Cl	5%	-4%	2%	6%	0%	-12%	3%	9%	-5%	-3
CN(CC(=O)Nc1cccc(F)c1)C(=O)c1cc([N+](=O)[O-])ccc1N1CCOCC1	3%	x	5%	x	1%	8%	-3%	x	-3%	-3
O=C(Nc1ccc(S(=O)(=O)Nc2ncccn2)cc1)c1ccc2ncsc2c1	-11%	x	-4%	3%	-2%	3%	8%	x	-4%	3
O=S(=O)(c1ccc(S(=O)(=O)N(Cc2cccs2)CC2CCCO2)cc1)N1CCCCC1 (stereo not drawn)	-2%	-3%	5%	0%	-5%	-36%[7.66 µM]	1%	12%	0%	-11
CNc1oc(-c2cccs2)nc1C#N	-1%	34%[activator]	-5%	7%	0%	8%	169%[activator]	x	-2%	2
O=c1c2sc(-c3ccccc3)cc2nc2n1CCCCC2	3%	u	-1%	-17%	-3%	4%	-3%	x	-4%	-26
COc1cccc(NC(=O)C(C)N2C(=O)c3ccccc3S2(=O)=O)c1 (stereo not drawn)	2%	x	9%	x	-3%	13%	-3%	x	-3%	11
